Screening results as filed in PubChem.
MgcRacGAP inhibition – MgcRacGAP GTPase-activating activity inhibitors, confirmation, biochemical, ADP Hunter fluorescence. one-dose inhibition, % at 30 µM; IC50 in µM for titrated hits. AID 624330. MgcRacGAP-stimulated Rac1 GTP hydrolysis, ADP Hunter fluorescence; higher % means a stronger effect; GST-tagged Rac1 F28L mutant substrate. hit rate 0.6% among 340,000;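 active means first-screen hits whose inhibition reached a set limit at any dose in the follow-up dose series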;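 further: fluorescence reports GDP produced by GAP-driven GTP hydrolysis; strong numbers were not always called active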
NTR1 agonist – agonists of NTR1, primary screen, imaging, U2OS cells, beta-arrestin-GFP, high content (AID 493036) | activation, % at 20 µM | hit rate 0.17% among 330,000 | NTR1-U2OS beta-arrestin-GFP spot imaging, agonist mode;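 active means activation at or above 40% of the spot to cytoplasm intensity ratio, with at least 20 cells analyzed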;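 further: 0% = DMSO without peptide and 100% = 100 nM NTR1 peptide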
Target sequence (P30989 whole entry, looked up): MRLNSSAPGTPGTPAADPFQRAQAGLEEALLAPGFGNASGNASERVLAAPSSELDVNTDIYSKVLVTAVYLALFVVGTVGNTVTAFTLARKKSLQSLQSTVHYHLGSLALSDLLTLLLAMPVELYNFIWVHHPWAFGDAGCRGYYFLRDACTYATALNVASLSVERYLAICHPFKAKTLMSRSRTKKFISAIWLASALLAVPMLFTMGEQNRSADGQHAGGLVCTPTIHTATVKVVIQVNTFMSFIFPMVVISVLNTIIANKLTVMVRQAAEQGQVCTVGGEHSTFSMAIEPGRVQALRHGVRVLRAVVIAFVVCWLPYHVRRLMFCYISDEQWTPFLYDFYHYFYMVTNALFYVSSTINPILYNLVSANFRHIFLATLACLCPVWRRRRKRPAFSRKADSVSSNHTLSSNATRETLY
KOR beta-arrestin-1 – kappa opioid receptor activators – cell-based, luminescence, uHTS, primary screen (AID 1777) | KOR beta-arrestin recruitment, luminescence; higher % means a stronger effect | activation, % at 10 µM; hits with a dose series show EC50 in µM | hit rate 0.02% among 280,000; in the data active means activation above about 50%, passing the limit was not always enough; further: a part of the inactive calls stands beside numbers as strong as those of hits
NOD1 inhibition – inhibition of NOD1-driven NF-kB reporter – cell-based, luminescence, uHTS, primary screen (AID 1578). NOD1-driven NF-kB luciferase reporter cells, luminescence; higher % means a stronger effect. inhibition, % at 4 µM, or EC50 in µM where a hit was titrated. hit rate 1% among 290,000; in the data active means inhibition mostly above about 36%, no sharp cut-off; inactive means mostly below about 34%;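 further: HEK-293T reporter cells stimulated with the NOD1 agonist gamma-tri-DAP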
GPR55 beta-arrestin – GPR55 agonists via beta-arrestin recruitment, primary screen, imaging, U2OS cells, beta-arrestin-GFP redistribution (AID 1961); U2OS GPR55 beta-arrestin-GFP redistribution imaging; higher % means a stronger effect; one-dose activation, % at 10 µM; EC50 in µM for titrated hits; hit rate 0.048% among 290,000;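 active means activation above 40% with more than 50 cells counted in the well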;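 further: U2OS osteosarcoma cells stably expressing GPR55 and beta-arrestin-GFP; plate controls were DMSO negative control for no effect and LPI positive control for full effect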
GPR55 antagonists – GPR55 antagonists blocking LPI-driven arrestin recruitment, primary screen, imaging, U2OS, beta-arrestin-GFP, LPI agonist (AID 2013). hit rate 0.13% among 290,000. U2OS GPR55 beta-arrestin-GFP translocation imaging, LPI antagonism; higher % means a stronger effect. one-dose inhibition, % at 10 µM; IC50 in µM for titrated hits;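 active means spots per cell inhibited over 60%, with over 100 cells counted and total cytoplasm intensity under 500,000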;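 further: U2OS cells stably carrying GPR55 and arrestin-GFP stimulated by 5 µM LPI near EC80; imaged beta-arrestin-GFP aggregate spots per cell after agonist stimulation; plate controls were LPI-stimulated DMSO wells for no effect and DMSO wells without LPI for full effect; some results filed as inactive read as strong as hits; confirmed hits need IC50 under 10 µM and bright autofluorescent wells are also inconclusive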
KOR beta-arrestin-2 – kappa opioid receptor blockers – cell-based, luminescence, uHTS (AID 1778); KOR beta-arrestin recruitment, luminescence, antagonist mode; higher % means a stronger effect; hit rate 0.091% among 290,000; inhibition, % at 10 µM, or IC50 in µM where a hit was titrated; in the data active means inhibition above about 50%; further: strong numbers were not always called active
K1F lysis inhibition – inhibition of K1F phage lysis, E. coli UTI89, bacterial capsule biogenesis inhibitors, alamar blue (AID 488966) | hit rate 0.02% among 340,000 | E. coli UTI89 K1F phage lysis, alamar blue, 2 h; higher % means a stronger effect | one-dose inhibition, % at 100 µM; IC50 in µM for titrated hits;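 active means phage lysis inhibition, versus mean bacterial control, above a set limit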;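 further: capsule biogenesis inhibitors block K1F phage lysis so surviving cells raise fluorescence; higher fluorescence means more inhibition of phage lysis; actives were called in the ten point dose series up to 300 µM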
GPR35 arrestin U2OS – GPR35 antagonists blocking zaprinast-driven arrestin recruitment, primary screen, imaging, U2OS, beta-arrestin-GFP, zaprinast agonist (AID 2058); U2OS GPR35 beta-arrestin-GFP translocation imaging, zaprinast antagonism; higher % means a stronger effect; inhibition, % at 10 µM; hits with a dose series show IC50 in µM; hit rate 0.052% among 290,000;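 active means inhibition of at least 50% with at least 30 cells and total cytoplasm GFP at most 10,000,000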
NTR1 agonist cell count 20 µM – recorded beside NTR1 agonist, whose call it bears; cell count; measured here: cell count, cytotoxicity flag
Starred values were filed as active, the others as inactive; / = not tested or not shown; [ ] = remark or other dose. Not all compounds are listed; the hit share may differ from the screen's.

SMILES	MgcRacGAP inhibition	NTR1 agonist	NTR1 agonist cell count 20 µM	KOR beta-arrestin-1	NOD1 inhibition	GPR55 beta-arrestin	GPR55 antagonists	KOR beta-arrestin-2	K1F lysis inhibition	GPR35 arrestin U2OS
COc1cc(/C=C/C(=O)O)cc(S(=O)(=O)Nc2ccc3[nH]c(=O)[nH]c3c2)c1OC	13%	1.6	45	-0.3%	-52%	0.2%	16%	-26%	0.2%	14%
O=C(OCCOCCN=C1NS(=O)(=O)c2ccccc21)c1ccccc1Br	-2%	0.0	37	2.1%	-31%	0.0%	-6%	-29%	0.1%	10%
CC1(C(=O)N2CCN(C(=O)c3ccco3)CC2)CC1(Br)Br (stereo not given)	7%	0.0	65	-5.5%	0%	-0.1%	-12%	21%	-0.2%	7%
O=c1c(-c2ccc(Cl)cc2)cnc2n1CCS2	15%	0.3	64	-1.1%	-40%	0.2%	6%	-49%[20 µM]	0.5%	-8%
Cc1cc(S(=O)(=O)N2CCOCC2)ccc1F	5%	-0.5	86	1.7%	/	0.0%	0%	-12%	-0.1%	7%
COc1cc(Nc2cc(C)nc3ncnn23)cc(OC)c1	-1%	-0.7	98	0.2%	-42%	-0.3%	2%	-17%	-1.4%	-8%
Cc1ccccc1CC(=O)N1CCN(C(=O)C2CCCO2)CC1 (stereo not given)	4%	0.3	66	6.3%	-13%	0.3%	10%	-10%	0.5%	0%
O=C1OC(Nc2ccc3c(c2)OCO3)c2ccccc21 (stereo not given)	6%	1.1	61	3.3%	48%	-0.2%	-1%	8%	2.4%	-4%
Cc1ccc(NC(=O)c2ccc(=O)n(CC(=O)Nc3c(C)cc(C)cc3C)n2)cc1	-2%	-0.2	63	-6.5%	-6%	0.3%	9%	-21%	-0.2%	-5%
CC(C)c1ccc(S(=O)(=O)N2CCN(CC(=O)Nc3ccc4c(c3)OCO4)CC2)cc1	11%	2.1	69	-2.0%	-31%	0.2%	14%	8%	0.3%	4%

Taken from above:
Value of O=C(OCCOCCN=C1NS(=O)(=O)c2ccccc21)c1ccccc1Br under KOR beta-arrestin-2: -29%
Value of COc1cc(Nc2cc(C)nc3ncnn23)cc(OC)c1 under NOD1 inhibition: -42%

(continued)
SMILES	MgcRacGAP inhibition	NTR1 agonist	NTR1 agonist cell count 20 µM	KOR beta-arrestin-1	NOD1 inhibition	GPR55 beta-arrestin	GPR55 antagonists	KOR beta-arrestin-2	K1F lysis inhibition	GPR35 arrestin U2OS
COc1cccc(NC(=O)c2ccc(NC(C)=O)cc2)c1	10%	2.2	39	-1.2%	-28%	-0.1%	2%	13%	1.6%	-5%
COc1cc(C=O)ccc1OCC(=O)N1CCCC1	4%	6.1	36	-0.2%	-27%	0.2%	7%	-8%	-0.7%	-1%
OCCN(Cc1ccccc1)Cc1cccc(F)c1	7%	-0.3	45	3.0%	-26%	-0.2%	16%	14%	1.9%	-5%
O=C(Nc1ccc(N2CCOCC2)c(Cl)c1)c1ccccc1F	2%	1.1	40	-1.7%	-50%	0.0%	2%	19%	-0.7%	-3%
Cc1ccc(S(=O)(=O)N/N=C/c2ccc(OCC(=O)N3CCOCC3)cc2)cc1	8%	-1.1	102	-2.2%	-47%	-0.1%	-15%	-7%	0.1%	-2%
CCOC(=O)CSC1=C(C#N)C(=O)NC2(CCCCC2)S1	17%	1.2	52	-2.2%	-22%	-0.2%	1%	-33%	0.1%	5%
COc1ccc(CCNC(=O)C2CCCN(S(=O)(=O)c3ccc(OC)cc3)C2)cc1 (stereo not given)	-5%	0.5	46	-2.5%	-10%	0.0%	0%	-29%	-0.3%	-2%
COc1ccc(C2C(C#N)=C(N)OC3=C2C(=O)CC(C)(C)C3)cc1 (stereo not given)	2%	1.6	49	/	-21%	-0.1%	0%	-9%[20 µM]	-0.2%	7%
COc1cc(/C=C2/C(=N)N3OC(C)=CC3=NC2=O)ccc1OCCOc1ccc(C)cc1	3%	-0.4	75	21%	-7%	0.2%	3%	-187%	7.2%	10%
Cn1nnc2c(NCc3ccco3)nccc21	2%	1.8	57	-2.6%	-23%	-0.2%	7%	22%	0.0%	14%

Sorted by count of non-hydrogen atoms (low to high): some entries from above
SMILES	MgcRacGAP inhibition	NTR1 agonist	NTR1 agonist cell count 20 µM	KOR beta-arrestin-1	NOD1 inhibition	GPR55 beta-arrestin	GPR55 antagonists	KOR beta-arrestin-2	K1F lysis inhibition	GPR35 arrestin U2OS
O=c1c(-c2ccc(Cl)cc2)cnc2n1CCS2	15%	0.3	64	-1.1%	-40%	0.2%	6%	-49%[20 µM]	0.5%	-8%
COc1cc(C=O)ccc1OCC(=O)N1CCCC1	4%	6.1	36	-0.2%	-27%	0.2%	7%	-8%	-0.7%	-1%
O=C1OC(Nc2ccc3c(c2)OCO3)c2ccccc21 (stereo not given)	6%	1.1	61	3.3%	48%	-0.2%	-1%	8%	2.4%	-4%
CC1(C(=O)N2CCN(C(=O)c3ccco3)CC2)CC1(Br)Br (stereo not given)	7%	0.0	65	-5.5%	0%	-0.1%	-12%	21%	-0.2%	7%
O=C(Nc1ccc(N2CCOCC2)c(Cl)c1)c1ccccc1F	2%	1.1	40	-1.7%	-50%	0.0%	2%	19%	-0.7%	-3%
O=C(OCCOCCN=C1NS(=O)(=O)c2ccccc21)c1ccccc1Br	-2%	0.0	37	2.1%	-31%	0.0%	-6%	-29%	0.1%	10%
Cc1ccc(NC(=O)c2ccc(=O)n(CC(=O)Nc3c(C)cc(C)cc3C)n2)cc1	-2%	-0.2	63	-6.5%	-6%	0.3%	9%	-21%	-0.2%	-5%
CC(C)c1ccc(S(=O)(=O)N2CCN(CC(=O)Nc3ccc4c(c3)OCO4)CC2)cc1	11%	2.1	69	-2.0%	-31%	0.2%	14%	8%	0.3%	4%
COc1cc(/C=C2/C(=N)N3OC(C)=CC3=NC2=O)ccc1OCCOc1ccc(C)cc1	3%	-0.4	75	21%	-7%	0.2%	3%	-187%	7.2%	10%
